JMJD2E inh: inhibitors of human JMJD2E histone demethylase; Potency, µM (doses to about 57.1 µM), for the others: top-dose activity change, negative = inhibition, most hits filed as inhibitors; JMJD2E catalytic domain, FDH-coupled NADH fluorescence (FDH is formaldehyde dehydrogenase); 230,000 tested, 1.6% active; B2RXH2; AID 2147; active = well fitted inhibition curve with a large enough effect, not every such curve was filed as active; inconclusive = small, poorly fitted or top-dose-only effect, or another doubt; inactive = no such curve, though single readings can be large or run the other way;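 also: 0% = wells with enzyme and -100% = buffer wells without enzyme; nearly all actives have a fitted effect of over 50% in size; many of its hits are not listed in these tables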
Target sequence (B2RXH2 1-337 limits assumed): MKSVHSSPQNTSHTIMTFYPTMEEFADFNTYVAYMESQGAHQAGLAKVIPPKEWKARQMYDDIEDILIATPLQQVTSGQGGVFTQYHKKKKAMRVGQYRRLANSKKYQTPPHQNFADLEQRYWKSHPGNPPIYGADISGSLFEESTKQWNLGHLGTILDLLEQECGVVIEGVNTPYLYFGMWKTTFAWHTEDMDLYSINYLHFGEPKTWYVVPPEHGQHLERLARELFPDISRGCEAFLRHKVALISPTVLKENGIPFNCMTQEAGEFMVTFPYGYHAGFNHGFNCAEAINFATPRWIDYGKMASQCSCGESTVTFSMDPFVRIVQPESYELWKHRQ
HTT cytoprotect: Huntington cell model cytoprotection by ATP luminescence; AID 1471; Potency, µM (doses to about 56.4 µM), for the others: cytoprotection (ATP increase), hits mostly activators; PC12 HTT-Q103 induced, cytoprotection, ATP luminescence, 40 h; 230,000 tested, 0.14% active;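 also: % of control where 0% means no effect; nearly all actives have a fitted effect of over 45% in size; toxic huntingtin expression switched on by the ecdysone agonist tebufenozide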
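Stable PC12 Q103-GFP cells in serum-supplemented, phenol red-free DMEM; induction by tebufenozide at 100 nM final; compound dose series; cell viability quantified luminescently from ATP.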
Tau fibril FP: blocks human tau fibril formation measured by polarization | P10636 | Potency, µM (highest dose often 57.7 µM), inactives show at the top dose activity, negative = inhibition, actives largely listed as inhibitors | K18 P301L tau heparin fibrillization, Alexa594 FP, 6 h | AID 1468 | 280,000 tested, 0.39% active; also: % is scaled to controls: 0 for no effect and ±100 for the full control effect; nearly all actives have a fitted effect of over 55% in size
Target sequence (P10636 561-689 P618L limits assumed): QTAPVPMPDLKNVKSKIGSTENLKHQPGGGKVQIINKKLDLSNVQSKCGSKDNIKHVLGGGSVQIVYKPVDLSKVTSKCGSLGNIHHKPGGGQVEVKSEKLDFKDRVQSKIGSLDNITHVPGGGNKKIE
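Quantitative HTS format: compounds meet 15 uM recombinant K18 P301L tau and Alexa 594-tau tracer in 100 mM sodium acetate pH 7; 20 uM heparin triggers fibrillization at 37 C over 6 hr; FP gives the signal.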
Tau fluor counter: counter-screen for tau fibril formation inhibitors; tau K18 P301L Alexa594 fluorescence, heparin fibrillization; Potency, µM (top dose mostly 57.7 µM), inactives show top-dose activity change, negative = decrease; 280,000 tested, 0.93% active; AID 1463; also: % is scaled to controls: 0 for no effect and ±100 for the full control effect; nearly all actives have a fitted effect of over 55% in size
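Human K18 P301L tau (15 uM unlabeled plus 0.24 uM Alexa 594-labeled, final) in 100 mM sodium acetate pH 7 was mixed with compound and 20 uM heparin and incubated 6 hr at 37 C.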
Tau fibril ThT: inhibitors of human tau fibril formation, thioflavin T binding | 270,000 tested, 2.1% active | recombinant tau K18 P301L (four-repeat tau fragment), heparin-induced fibrillization, ThT fluorescence | Potency, µM (top dose mostly 57.4 µM), for inactives: top-dose activity, negative = inhibition, usual class: inhibitors; also: % is scaled to controls: 0 for no effect and ±100 for the full control effect; nearly all actives have a fitted effect of over 55% in size
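Tau K18 P301L fragment (15 uM unlabeled plus 0.24 uM Alexa 594-labeled) in 100 mM sodium acetate pH 7 with compound, fibrillization induced by 20 uM heparin for 6 hr at 37 C. Thioflavin T (30 uM) added, fluorescence read after 1 hr (ex 450, em 510 nm).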
SMN2 splice up: enhancers of SMN2 splice variant expression; 210,000 tested, 2.8% active; AID 1458; Potency, µM (titrated, usually from 46.1 µM), without a hit: at the top dose activity change, positive = activation, hits mostly activators; HEK293 SMN2-luciferase splicing reporter, luminescence, 30-36 h; also: % of control where 0% means no effect; nearly all actives have a fitted effect of over 55% in size
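qHTS luciferase splicing reporter: luminescence rises when SMN2 exon 7 is included in transfected HEK293 cells. Compound exposure lasted 30-36 h at 37C, with 4.5 mM final sodium butyrate as control, followed by a ONE-Glo read.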
HttQ103 aggreg: reduces HttQ103-GFP aggregates in PC12 cells. PC12 HttQ103-GFP aggregates, Acumen cytometry, 40 h. Potency, µM (highest dose often 46.1 µM), without a hit: top-dose activity change, negative = inhibition, most hits filed as inhibitors. 220,000 tested, 1.1% active. AID 1688; also: % is scaled to controls: 0 for no effect and ±100 for the full control effect; nearly all actives have a fitted effect of over 60% in size
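PC12 cells with ecdysone-inducible HTT exon1 Q103-GFP, induced by 100 nM tebufenozide, given compounds in a concentration series. GFP aggregates (1–25 um, 6 SD above background) counted in lysates by laser-scanning cytometry, 488 nm excitation.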
ALDH1A1 inh: ALDH1A1 (human) enzyme inhibition | Potency, µM (series often up to 75.3 µM), inactives show at the top dose activity, negative = inhibition, most hits filed as inhibitors | AID 1030 | 220,000 tested, 7.3% active | Purified ALDH1A1, NADH fluorescence, propionaldehyde substrate; active = well fitted inhibition curve with a large enough effect, not every such curve was filed as active; inconclusive = small, poorly fitted or top-dose-only effect, or another doubt; inactive = no such curve, though single readings can be large or run the other way;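 also: plate controls were no enzyme wells and a reference inhibitor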
Target sequence (P00352 whole entry, looked up): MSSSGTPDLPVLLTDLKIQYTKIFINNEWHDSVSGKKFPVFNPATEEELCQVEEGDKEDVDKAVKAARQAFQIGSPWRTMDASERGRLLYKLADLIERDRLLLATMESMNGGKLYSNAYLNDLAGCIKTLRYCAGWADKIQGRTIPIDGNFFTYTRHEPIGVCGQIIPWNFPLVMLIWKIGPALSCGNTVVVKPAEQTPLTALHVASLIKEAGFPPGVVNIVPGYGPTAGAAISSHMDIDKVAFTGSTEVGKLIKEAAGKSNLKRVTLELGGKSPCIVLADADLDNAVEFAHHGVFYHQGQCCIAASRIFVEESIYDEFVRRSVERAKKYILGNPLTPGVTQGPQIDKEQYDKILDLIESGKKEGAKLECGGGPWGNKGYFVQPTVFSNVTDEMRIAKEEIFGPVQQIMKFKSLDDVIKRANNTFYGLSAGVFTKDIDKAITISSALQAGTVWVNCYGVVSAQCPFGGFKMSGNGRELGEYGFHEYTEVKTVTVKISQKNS
Starred values were filed as active, the others as inactive; ? = inconclusive; . = not tested or not shown; & = joins results of further samples; [ ] = another dose, or the depositor's remark. Unless noted, calls follow the shape of the dose curve; as a rule, active = well fitted curve in the direction sought with a large enough effect; inconclusive = small, poorly fitted or top-dose-only effect, or another doubt; inactive = no such curve, though single readings can be large; an effect the other way counts as inactive or inconclusive. Potency is read from the fitted curve at half-maximal effect. Not all compounds are listed; the hit share may differ from the screen's.

SMILES | ALDH1A1 inh | Tau fluor counter | SMN2 splice up | Tau fibril FP | JMJD2E inh | Tau fibril ThT | HttQ103 aggreg | HTT cytoprotect
O=C(NCC1(c2ccccc2)CCCC1)C1(c2ccccc2)CCCC1 | 0% | -1% | -63%[inhibitor] | -2% | -2% | -21% | -29% | 3%[10 µM]
CC(C)(C)c1ccc(C2CC2C(=O)N/N=C\c2ccc[nH]2)cc1 (stereo unspecified) | 1% | ? | . | 17% | -10% | ? | 2.5µM* | -68%[inhibitor][10 µM]
CN1CCN(c2ccc(NC(=O)COc3ccccc3[N+](=O)[O-])cc2)CC1 | 9% | -5% | -7% | 8% | 0% | -15% | 8% | -32%[inhibitor]
CC(=Nc1ccccc1)c1sc2ccccc2c1O | -14% | -25% | 11µM* | 6% | ? | ? | -14% | -26%[10 µM]
O=C(Nc1cccc2cccnc12)C1CCCC1 | 5% | 5% | 3% | -1% | 4% | 1% | -13% | .
O=C(COc1ccc(Cl)cc1)Nc1nc(-c2ccc(S(=O)(=O)N3CCOCC3)cc2)cs1 | -14% | ? | -32% | -8% | -21% | -12% | ? | 6%
O=C(Cn1cc(S(=O)(=O)N2CCN(c3ccccc3F)CC2)c2ccccc2c1=O)Nc1ccc(F)cc1Cl | . | -17% | -1% | ? | . | -3% | . | .
Cn1c(SCC(=O)Nc2ccc(Cl)cc2)nc(O)cc1=O | . | ? | . | -4% | 2% | . | 21%[9.22 µM] | 23%[10 µM]
Cn1c(=O)c2c(ncn2CC(=O)N2CCN(c3cccc(Cl)c3)CC2)n(C)c1=O | 9% | 0% | . | -6% | 8% | -6% | -22% | 9%
O=C(Nc1cccc(S(=O)(=O)NC2=NCCCCC2)c1)c1cc(-c2ccc(Cl)cc2)nc2ccccc12 | ? | -24% | -14% | 0% | ? | 10% | 12% | 2%[10 µM]
O=C(N/N=C/c1ccc(Br)o1)c1cc([N+](=O)[O-])cc([N+](=O)[O-])c1 | 1% | -26% | . | 9% | -21% | ? | -10%[9.22 µM] | 12%[10 µM]
CC12CN3CC(C)(CN(C1)C3c1ccc(Br)cc1)C2=O (stereo unspecified) | 4% | 2% | -9% | 6% | 7% | -2% | -3% | -6%
O=C(c1ccc(Cl)c([N+](=O)[O-])c1)N1CCN(C(=O)c2ccco2)CC1 | -4% | -17% | -16% | ? | 15% | -9% | -10% | -39%
CC(=O)NS(=O)(=O)c1ccc(NC(=O)C2C3C=CC(C3)C2C(=O)O)cc1 (stereo unspecified) | -3% | 6% | -27% | 0% | -5% | 6% | 11% | .
CS(=O)(=O)N1CCN(c2ccccc2NC(=O)c2cccs2)CC1 | 10µM* | -4% | . | -1% | 9% | -9% | -15% | -8%[0.074 µM]
CSc1sc(-c2ccnc(SCCS(C)(=O)=O)n2)c(-c2ccccc2)c1C#N | ? | -24% | . | 9% | ? | -14% | 12%[9.22 µM] | 12%[10 µM]
COc1cccc(OCC(=O)NNC(=O)c2cnccn2)c1 | 3% | -7% | 2% | -2% | -21% | -6% | -11% | 3%[10 µM]
O=C(O)c1cc(O)c2c(c1)C(=O)c1cc(O)cc(O)c1C2=O | 25µM* | ? | -19% | -6%&1% | -19%&-6% | 7.1µM* | -3%[9.22 µM] | -22%[10 µM]
CC(c1cccnc1)N(CCN(C)C)C(=O)Nc1ccc(Cl)cc1 (stereo unspecified) | 28% | -8% | 1% | -1% | 9% | 1% | -16% | -4%
CNC(=O)CCn1nc(-c2ccc(Cl)cc2)c2ccccc2c1=O | -6% | -2% | 19% | -1% | 5% | -3% | -23% | -15%
CC1CCCCN1C(=O)Cn1c(=O)n(-c2ccc(F)cc2)c(=O)c2sccc21 (stereo unspecified) | 4% | -4% | -11% | 4% | -1% | -5% | 3% | 4%[10 µM]
COc1ccc(N2CCN(C(=O)CSc3nc4cc(OC)c(OC)cc4cc3C#N)CC2)cc1 | 14µM* | -10% | -3% | -6% | ? | -11% | 17% | -11%[10 µM]
c1ccc2c(c1)Nc1nccnc1S2 | -9% | -14% | ? | 1% | ? | ? | 0% | 12%[10 µM]
O=C(c1cc2ccccc2oc1=O)N(Cc1ccccc1)Cc1ccc2c(c1)OCO2 | ? | -23% | -16% | 4% | 6% | ? | -1% | 4%[10 µM]
O=C(c1cc2c(s1)-c1ccccc1OC2)N1CCN(c2ccc(F)cc2)CC1 | . | -25% | 6% | 11% | . | ? | . | .
C=CCOc1ccc(C2C(C(=O)c3ccco3)=C(O)C(=O)N2CCCN(CC)CC)cc1 (stereo unspecified) | ? | 0% | . | 2% | -9% | -14% | 27% | -11%[0.074 µM]
Cc1cccc(-n2nnnc2SCC(=O)Nc2cccc(S(N)(=O)=O)c2)c1 | 7.9µM* | -18% | . | -4% | 4% | -4% | 9%[9.22 µM] | 11%[10 µM]
COC(=O)NC(/C=C/c1ccccc1)C(C(C)=O)C(=O)OC (stereo unspecified) | -3% | -3% | -7% | 4% | -7% | -5% | . | -19%
O=C(NC(=S)Nc1cc(S(=O)(=O)N2CCOCC2)ccc1N1CCOCC1)C1CCCC1 | 3% | -6% | -2% | -8% | 4% | 1% | ? | 13%
C#CCN(C(=O)Nc1ccccc1)c1ccccc1 | 7% | -2% | -9% | -1% | 3% | -3% | 8% | ?
CN(C)/C=C(/C(=O)c1ccccc1)n1cncn1 | 3% | 6% | 10% | 7% | 10% | -2% | 8% | 23%[10 µM]
Cn1c(/N=C/c2c(O)ccc3ccccc23)nc2ccccc21 | ? | 5% | -19% | 11% | -1% | 12% | -4% | 16%
COc1cccc(/C=N/NC(=O)NC2CCCCC2)c1O | . | -14% | . | 0% | 22µM* | -16% | 16%[9.22 µM] | -14%[10 µM]
O=C(NC1CCCC1)C(c1ccncc1)N(CC1CCCO1)C(=O)Cn1nnc(-c2cccs2)n1 (stereo unspecified) | -4% | 4% | -6% | 14% | -14% | -7% | -23% | -12%[10 µM]
CC1=NN(c2ccc(Cl)c(C(=O)O)c2)C(=O)/C1=C\c1ccc(-c2ccc(C(=O)O)cc2)o1 | 26% | -10% | 26% | 1% | ? | ? | -5% | -5%
O=c1c2ccccc2nc(SCCN2CCCCC2)n1CCc1ccccc1 | 6% | 8% | . | -2% | -6% | ? | 6%[9.22 µM] | 3%[10 µM]
COc1coc(C(O)CN)cc1=O (stereo unspecified) | 15% | 1% | 12% | -6% | -14% | -8% | -1% | .
CCn1c(=O)cc(SCC(=O)Nc2ccc(Cl)cc2)c2ccccc21 | 0% | -27% | -6% | ? | -8% | 2% | ? | -3%
O=C(c1ccc([N+](=O)[O-])s1)N1CCN(c2cccc(Cl)c2)CC1 | ? | ? | -26% | 20% | -5% | ? | -7% | -4%[10 µM]
Cn1c(C(=O)NCC2CCCO2)cc2c(=O)n3ccccc3nc21 (stereo unspecified) | ? | -3% | -3% | -6% | ? | -5% | 0% | 1%
Cc1ccc(NC(=O)C2CC(=O)Nc3ncnn32)c(C)c1 (stereo unspecified) | . | -3% | . | 0% | 4% | -5% | -11%[9.22 µM] | -3%[10 µM]
Cc1cccc(-n2cc(CNCCc3nc(C)cc(C)n3)c(-c3cccc(F)c3)n2)c1 | . | -6% | . | -4% | 6% | -10% | 19%[9.22 µM] | -6%[10 µM]
O=C1Nc2ccccc2C12OCC1(CO2)COC2(OC1)C(=O)Nc1ccccc12 (stereo unspecified) | ? | -16% | 2% | 7% | -2% | -8% | 19%[9.22 µM] | -15%[10 µM]
CC(C)C(=O)NCCCc1ccccc1 | 6% | 0% | -12% | 0% | 2% | -5% | 15% | -13%
CCOC(=O)c1csc(N)c1-c1ccc([N+](=O)[O-])cc1 | . | ? | . | -10% | 1% | . | -24%[9.22 µM] | -20%[10 µM]
COCCNC(=S)NC1CC2CCCC(C1)N2Cc1ccco1 (stereo unspecified) | -2% | 1% | -6% | 3% | 0% | -11% | 8% | -9%
Cc1ccc(-c2nn(Cc3ccccc3)cc2/C=C/C(=O)O)cc1 | 1% | -29% | . | -4% | -5% | -12% | -20% | -36%
O=C(Cc1cn2ccsc2n1)NCc1ccccc1 | ? | 1% | -28% | 0% | -4% | 0% | 11% | -12%[10 µM]

In the list so far, these contain an aryl thioether with sulfur outside any ring:
SMILES | ALDH1A1 inh | Tau fluor counter | SMN2 splice up | Tau fibril FP | JMJD2E inh | Tau fibril ThT | HttQ103 aggreg | HTT cytoprotect
Cn1c(SCC(=O)Nc2ccc(Cl)cc2)nc(O)cc1=O | . | ? | . | -4% | 2% | . | 21%[9.22 µM] | 23%[10 µM]
CSc1sc(-c2ccnc(SCCS(C)(=O)=O)n2)c(-c2ccccc2)c1C#N | ? | -24% | . | 9% | ? | -14% | 12%[9.22 µM] | 12%[10 µM]
COc1ccc(N2CCN(C(=O)CSc3nc4cc(OC)c(OC)cc4cc3C#N)CC2)cc1 | 14µM* | -10% | -3% | -6% | ? | -11% | 17% | -11%[10 µM]
Cc1cccc(-n2nnnc2SCC(=O)Nc2cccc(S(N)(=O)=O)c2)c1 | 7.9µM* | -18% | . | -4% | 4% | -4% | 9%[9.22 µM] | 11%[10 µM]
O=c1c2ccccc2nc(SCCN2CCCCC2)n1CCc1ccccc1 | 6% | 8% | . | -2% | -6% | ? | 6%[9.22 µM] | 3%[10 µM]
CCn1c(=O)cc(SCC(=O)Nc2ccc(Cl)cc2)c2ccccc21 | 0% | -27% | -6% | ? | -8% | 2% | ? | -3%

Screening data as filed in PubChem BioAssay.
